Screening results: PubChem, several laboratories
TNAP activators = stimulation of alkaline phosphatase TNAP activity – biochemical, luminescent, no phosphate acceptor, uHTS, primary screen (AID 1001) | 200,000 tested, 0.03% active | purified TNAP, luminescent activation assay, no phosphate acceptor; higher activation fold means a stronger effect | activation fold at 20 µM; hits with a dose series show EC50 in µM; in the data active means activation fold from about 3, or a potency from the dose series; inactive means the rest, 99 in 100 with activation fold below about 1.6; further: many of its hits are not listed in these tables
UTI89 phage lysis = inhibition of K1F phage lysis, E. coli UTI89, bacterial capsule biogenesis inhibitors, alamar blue (AID 488966). E. coli UTI89 K1F phage lysis, alamar blue, 2 h; higher % means a stronger effect. one-dose inhibition, % at 100 µM; IC50 in µM for titrated hits. 340,000 tested, 0.02% active;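 active means phage lysis inhibition, versus mean bacterial control, above a set limit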;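 further: capsule biogenesis inhibitors block K1F phage lysis so surviving cells raise fluorescence; higher fluorescence means more inhibition of phage lysis; actives were called in the ten point dose series up to 300 µM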
CSM14.1 death rescue = rescue of cells from ER stress-induced death, primary screen, 384-well, CSM14.1, thapsigargin, ATP luminescence (AID 1222). CSM14.1 thapsigargin-induced death rescue, ATP luminescence; higher % means a stronger effect. cellular ATP content (survival), % at 20 µM; hits with a dose series show EC50 in µM. 190,000 tested, under 10 active;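 active means EC50 below 50 µM in the dose-response confirmation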;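 further: death triggered by thapsigargin at about 15 µM added after 2 h compound pretreatment; cell ATP read after overnight thapsigargin exposure of roughly 18 to 22 hours; normalized against plate controls of thapsigargin alone and 5% DMSO vehicle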
Lipid droplet = modulators of hepatic lipid droplet formation; AML12 mouse hepatocytes, oleate lipid droplets, BODIPY imaging; inhibition, % at 6.5 µM; 240,000 tested, 0.4% active;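 active means lipid droplet intensity inhibited by at least 50%, with more than 500 cells counted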
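System: AML12 hepatocytes (mouse). Probe or stimulus: oleic acid at 100 µM to induce lipid droplet formation. Times: overnight treatment with compound plus oleate. Detection: Image-based BODIPY and DAPI two-channel analysis. Evaluation: percent inhibition of filter-corrected integrated lipid droplet intensity per well.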
P. falciparum M1AAP = P. falciparum M1AAP inhibitors, biochemical, fluorogenic H-Leu-NHMec substrate, 1536-well (AID 1445) | recombinant M1AAP, H-Leu-NHMec fluorogenic kinetic assay; higher % means a stronger effect | one-dose inhibition, % at 30 µM; IC50 in µM for titrated hits | 220,000 tested, 0.42% active;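 active means primary inhibition above the hit cutoff, then over 50% inhibition at one or more dose response concentrations, cut at about 23% in these data, passing the limit was not always enough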;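 further: plate controls were DMSO full reaction for no effect and no enzyme background for full effect; strong numbers were not always called active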
WT yeast gro inh = growth inhibition of WT yeast, mitochondrial fusion screen | mitochondrial fusion phenotypic screen, WT strain | inhibition, % at 10 µM | 190,000 tested, 2.1% active; in the data active means inhibition above about 58%; tested in S. cerevisiae
Myeloid diff 2 = compounds promoting myeloid differentiation; ER-HoxA9 myeloid progenitors, lysozyme-GFP differentiation, flow cytometry; calls only at 10 µM; 360,000 tested, 1% active;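 active means normalized GFP-positive differentiation at or above the plate's own cutoff, the solvent-only control mean plus 3 SD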;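 further: cells exposed to compound for four days before flow analysis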
human PMI inhibition = inhibitors of human PMI, primary screen, biochemical, fluorescence intensity, coupled assay (AID 1209). purified PMI enzyme, coupled fluorescence intensity; higher % means a stronger effect. inhibition, % at 20 µM, or IC50 in µM where a hit was titrated. 190,000 tested, 0.42% active;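 further: plate controls were DMSO vehicle for no effect and wells lacking substrate for full effect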
PMI inhibition = MPI inhibition at elevated mannose 6-phosphate – biochemical, fluorescence intensity, high mannose 6-phosphate, primary screen (AID 1220); inhibition, % at 20 µM; hits with a dose series show IC50 in µM; recombinant PMI enzyme, coupled fluorescence intensity; higher % means a stronger effect; 190,000 tested, 0.66% active
WT yeast gro inh mutant strain = recorded beside WT yeast gro inh, whose call it bears; inhibition, %; mitochondrial fusion phenotypic screen, mutant strain inhibition
Lipid droplet cells 6.5 µM = recorded beside Lipid droplet, whose call it bears; cell count; measured here: cell count, cytotoxicity flag;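 cells counted across two imaged fields per well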
Myeloid diff 2 GFP+ MAC1+ % = second read-out of Myeloid diff 2, no call of its own (marks repeat the call); GFP+ MAC1+ double positive, %; measured here: differentiation confirmed by MAC1 staining
* hit, by the source's call; i = inactive; . = no result given; + = active, no number; & = joins results of further samples; [ ] = remark or other dose. Unless noted, no stated cut-off is given here; in the data, active means inhibition above about 50%; inactive means the rest.

SMILES	TNAP activators	UTI89 phage lysis	CSM14.1 death rescue	Lipid droplet	Lipid droplet cells 6.5 µM	P. falciparum M1AAP	WT yeast gro inh	WT yeast gro inh mutant strain	Myeloid diff 2	Myeloid diff 2 GFP+ MAC1+ %	human PMI inhibition	PMI inhibition
Cn1c(SCC(=O)Nc2cccc(S(=O)(=O)N3CCOCC3)c2)nnc1-c1ccncc1	1.2	0.1%	-1.5%	-6	666	2%	-4	10	i	0.7	3%	13%
Cc1cc(NC2CCCCC2)nc(N2CCOCC2)n1	1.1	-0.8%	-1.7%	.	.	1%	-10	-7	i	0.7	-2%	10%
O=C(Nc1ccc2[nH]ccc2c1)c1cccs1	.	2.8%	.	0	604	5%	.	.	i	2.3	.	.
COC(=O)c1cccc(NC(=O)c2ccc3c(c2)C(=O)N(CC2CCCO2)C3=O)c1 (stereo unspecified)	1.1	-1.1%	-3.6%	-3	742	-9%	.	.	i	1.1	-7%	-7%
Cc1cc(CN2CCCCC2)oc1C(=O)O	1	-0.6%	-2.2%	-1	722	0%	-17	-16	i	3.2	0%	-5%
Cc1noc(C)c1COC(=O)c1ccc2ccccc2n1	1.1	1.9%	-1.0%	.	.	1%	13	-7	i	0.7	4%	2%
Cc1cccc(CC(=O)Nc2c3c(nn2-c2cccc(Cl)c2)CS(=O)C3)c1 (stereo unspecified)	1.2	3.2%	2.8%	12	738	2%	-5	-1	i	6.5	2%	-1%
Cn1c(=NC(=O)CN2C(=O)C3CC=CCC3C2=O)sc2ccccc21 (stereo unspecified)	1	-4.0%&0.4%	5.9%	.	.	1%	7	-4	i	1.1&0.5	9%	10%
O=C1OCCN1CC(=O)N1CCc2c([nH]c3ccccc23)C1c1ccccn1 (stereo unspecified)	1.1	0.2%	-0.1%	-1	727	.	8	1	i	1.5	2%	1%
O=C(NC(=S)Nn1cnnc1)c1ccccc1Br	.	0.1%	.	44	609	-2%	.	.	i	0.2	.	.
COc1ccc(CN2CCN(C(=O)c3cccs3)CC2)cc1	1.1	4.1%	-0.2%	.	.	-9%	-21	-11	i	0.5	-1%	-1%
Cc1cc(C)c(C(N)=O)c(SCC(=O)c2cc(C)c(C)cc2C)n1	1.1	4.1%	0.9%	0	716	7%	-1	7	i	0.9	11%	-1%
O=C(CSc1nc(-c2ccccc2)cs1)NCCN1C(=O)CSC1=O	1.3	0.2%	0.4%	4	695	-3%	-6	-3	i	0.3	4%	5%
Cc1cc2nc(C)n(CCCNC(=O)Nc3ccccc3)c2cc1C	1.1	-0.1%	0.2%	1	719	18%	6	-6	+	1.2*	7%	1%
O=C(Nc1cccc(Cl)c1)OCc1cn(-c2ccccc2)nn1	1.1	2.3%	-0.3%	.	.	4%	4	-14	i	0.2	-2%	4%
Cc1c(N2C(=O)C(=O)/C(=C(/O)c3ccc(Br)cc3)C2c2cccnc2)c(=O)n(-c2ccccc2)n1C (stereo unspecified)	1.1	-0.7%	-1.2%	-3	727	38µM*	9	-11	i	0.4	-45%	-50%
CCOc1ccc(-c2nnn(CC(=O)NCc3ccco3)n2)cc1	1	0.5%	-1.0%	.	.	-1%	-9	-11	i	1.0	7%	13%
FC(F)(F)c1ccc(C2[C@H]3CN(Cc4cccnc4)[C@H](c4ccccc4)C34CC2(c2cccnc2)C4)cc1 (stereo partly specified)	.	0.6%	.	1	733	4%	.	.	i	0.5	.	.
CCc1c(C)sc(NC(=O)Cn2nc(C)c([N+](=O)[O-])c2C)c1C(N)=O	1.1	0.1%	1.2%	9	698	-2%	-1	-12	i	0.2	53%*	18%
C=CCn1c(SCc2cc(=O)n3cc(C)ccc3n2)nnc1-c1cccc(C)c1	1.1	2.4%[50 µM]	-1.9%	-6	652	-4%	17	2	i	0.4	13%	3%
Cc1ccc2nc3nc(NCC4CCCO4)c(C(=O)NC4CCCCC4)cc3c(=O)n2c1 (stereo unspecified)	1	.	0.1%	0	630	14%	17	9	.	.	.	.
CCOC(=O)C1(Cc2ccccc2)CCN(Cc2ccc(C3CCCCO3)s2)CC1 (stereo unspecified)	.	0.1%	.	-3	721	5%	.	.	i	0.2	.	.
Oc1cccc(/C=N/Nc2cc(N3CCCC3)nc(N3CCCC3)n2)c1	1.3	2.1%[50 µM]	-1.5%	5	676	15%	37	-3	i	0.3	41%	60%*
Cc1cc(NC(=O)Cc2csc(-c3ccccc3)n2)ccc1Br	1.1	1.9%[50 µM]	-0.3%	-6	644	2%	13	-20	i	1.0	16%	2%
O=C(CSc1nnc(-c2ccncc2)o1)Oc1ccccc1	1.1	0.1%	.	0	660	7%	0	18	i	1.1	-3%	-4%

Next part
SMILES	TNAP activators	UTI89 phage lysis	CSM14.1 death rescue	Lipid droplet	Lipid droplet cells 6.5 µM	P. falciparum M1AAP	WT yeast gro inh	WT yeast gro inh mutant strain	Myeloid diff 2	Myeloid diff 2 GFP+ MAC1+ %	human PMI inhibition	PMI inhibition
CCOc1ccc(/C=C2\N=C(c3cccs3)OC2=O)cc1OC	1	.	0.3%	10	657	15%	-10	-13	.	.	-6%	-4%
O=C(Nc1ccccc1[N+](=O)[O-])c1cc2ccccc2nc1Cl	.	-0.3%	.	-3	722	0%	.	.	i	0.2	.	.
Cc1cc(C(=O)O)cc(S(=O)(=O)N2CCOCC2)c1C	1.1	1.9%	-2.0%	1	636	8%	-3	14	i	0.8	13%	16%
NNC(=O)CN(CCc1ccccc1)S(=O)(=O)c1ccc(Cl)cc1	1.1	-0.7%	0.1%	-6	685	-3%	-3	8	i	0.9	-3%	-1%
COc1cc(NC(=O)COC(=O)c2ccc(S(=O)(=O)N3CC(C)CC(C)C3)cc2)c(C)cc1[N+](=O)[O-] (stereo unspecified)	1.1	1.5%[50 µM]	-1.4%	6	631	5%	-7	12	i	0.5	25%	12%
O=c1c2ccccc2nc(SCc2ccc([N+](=O)[O-])cc2)n1-c1ccccc1	1.1	-0.7%	0.6%	.	.	5%	-2	20	i	4.6	17%	10%
O=C(NC1CCCCC1)N1CCN(c2nc(-c3ccccc3)cs2)CC1	1	-0.1%	8.6%	4	635	9%	-4	-19	i	0.1	.	.
CCOC(=O)N1CCc2c(sc(NC(=O)CN3CCOCC3)c2C(=O)Nc2ccccc2)C1	0.9	0.9%	-0.2%	1	684	4%	6	0	i	1.4	-4%	-6%
O=C1OCCC1Sc1nnc(-c2ccc(Cl)cc2Cl)o1 (stereo unspecified)	.	-0.3%	.	-40	707	-1%	.	.	i	0.8	.	.
CC1CCN(C(=O)CN2C(=O)C(=O)c3ccccc32)CC1	0.9	0.6%	-2.3%	.	.	0%	7	2	i	1.8	-4%	8%
Cc1ccc(NC(=O)/C=C\C(=O)NCC(=O)O)cc1C	1	0.8%	-1.0%	-4	716	1%	-14	-12	i	0.3	2%	13%
CCN1C(=O)CC(C(=O)O)SC1=Nc1ccc(OC)cc1 (stereo unspecified)	1.1	0.3%	1.1%	.	.	3%	-7	-18	i	1.4	-14%	-12%
CCNc1nc(NCC)nc(N(C#N)C(C)C)n1	.	0.2%	.	13	660	1%	.	.	i	0.6	.	.
CCOC(=O)/C(=N\Nc1cc(Cl)ccc1Cl)N1CCOCC1	1	0.1%	-1.3%	-5	667	3%	-12	18	i	0.2	-23%	-14%
CCOC(=O)c1c(C)n(C(=O)c2ccco2)c(=O)n1C(=O)c1ccco1	1	0.5%	0.1%	.	.	6%	-7	26	i	1.4	-13%	-8%
CCC(=O)NC(Nc1cccc(C)n1)(C(F)(F)F)C(F)(F)F	1.1	0.6%	8.4%	-2	731	-1%	21	20	i	0.9	5%	0%
COc1ccc(C(=S)N2CCOCC2)cc1OC(=O)c1cccc([N+](=O)[O-])c1	1.1	0.1%	1.4%	13	718	2%	7	-22	i	0.1	8%	5%
CCOC(=O)c1cnc(-n2nc(C)cc2C)nc1NC(C)c1ccccc1 (stereo unspecified)	1	-0.5%	4.0%	-31	675	1%	27	26	i	0.5	2%	2%
CCN(CC)S(=O)(=O)c1cccc(C(=O)N/N=C/c2ccc(N3CCOCC3)cc2)c1	1	0.2%	-1.0%	10	674	3%	-10	11	i	0.6	-15%	-8%
Cc1nc(C(=O)N/N=C/c2[nH]ncc2Br)cs1	.	0.2%	.	3	747	-10%	.	.	i	0.6	.	.
O=C(CCNc1n[nH]c(=O)[nH]c1=O)N1CCCCC1	1.1	0.2%	3.9%	.	.	-1%	4	-11	i	0.8	-5%	-4%
CC(NC(=O)c1cc(-c2cccs2)on1)c1ccccc1 (stereo unspecified)	1.1	5.6%	0.1%	.	.	-6%	14	-5	i	1.1	-1%	-3%
CC1(C)Cc2nc(Cl)c(C#N)cc2CO1	1	1.6%	1.4%	2	715	3%	-1	2	i	1.0	4%	8%
O=C(CN1CCN(Cc2ccccc2Cl)C1=O)NCc1ccco1	1	0.0%	-1.0%	.	.	7%	-8	3	i	1.1	-6%	-1%
C/C(CC(=O)N(C(C)C)C(C)C)=N\NC(=O)COc1ccc(Br)cc1Br	1	2.3%	-1.3%	-3	662	-3%	1	-21	i	0.3	5%	10%

The list continues.
SMILES	TNAP activators	UTI89 phage lysis	CSM14.1 death rescue	Lipid droplet	Lipid droplet cells 6.5 µM	P. falciparum M1AAP	WT yeast gro inh	WT yeast gro inh mutant strain	Myeloid diff 2	Myeloid diff 2 GFP+ MAC1+ %	human PMI inhibition	PMI inhibition
CC1(C)Cc2nc(N)c(=O)sc2C1	1.1	3.7%	2.1%	.	.	2%	-4	-19	i	6.2	-5%	-4%
O=C(CCCOc1ccc(Cl)cc1)N1CCCCC1	1.1	6.0%	-4.2%	0	794	-5%	0	1	i	8.4	21%	12%
O=C(O)c1ccccc1/C=N/N1CCN(C2c3ccccc3-c3ccccc32)CC1	1.1	.	2.6%	-12	731	0%	-2	4	i	0.0	20%	19%
O=C(c1cccc2ccccc12)N1CCN(c2ccc([N+](=O)[O-])c(N3CCOCC3)c2)CC1	0.9	0.8%[50 µM]	1.7%	-20	707	6%	4	-22	i	0.2	17%	8%
O=C1CC(NC(=O)C(F)(F)F)c2cc3c(cc21)OCO3 (stereo unspecified)	1.1	0.5%	.	2	687	-1%	-3	-6	i	0.2	-12%	-5%
COc1cccc(CN2CCNC(=O)C2CC(=O)N(C)CCc2ccccn2)c1OC (stereo unspecified)	1.1	.	-0.8%	-4	632	4%	14	3	.	.	11%	14%
Cc1ccccc1Cn1cc(NC(=O)CCCn2nc([N+](=O)[O-])cc2C)cn1	1.2	-0.1%	-0.4%	-26	577	-1%	-14	-3	i	0.4	1%	4%

Looked up above.
For TNAP activators, O=C(c1cccc2ccccc12)N1CCN(c2ccc([N+](=O)[O-])c(N3CCOCC3)c2)CC1 has 0.9
For PMI inhibition, Cc1ccccc1Cn1cc(NC(=O)CCCn2nc([N+](=O)[O-])cc2C)cn1 has 4%
